# From PubChem
# TrxR1 substrate: rat thioredoxin reductase 1 substrate activity; O89049; purified TrxR1 substrate turnover, NADPH consumption readout; Potency, µM (titrated, usually from 114 µM), without a hit: top-dose activity change, negative = substrate turnover; 0.01% of 390,000 active; AID 588456; further: potency means the concentration at half of the fitted maximal effect; on the % scale 0 is the no-effect control and ±100 the full control effect; nearly all actives have a fitted effect of over 50% in size
#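 Rat TrxR1, dispensed at 90 nM, was prereduced with 400 uM NADPH (final) for 5 min at ~22 deg C, then incubated with compound 15 min before 400 uM selenite. A first-read NADPH fluorescence drop versus no-compound background flagged substrates.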
# USP1-UAF1 inh: inhibitors of human USP1/UAF1 deubiquitinase; O94782; recombinant USP1/UAF1, Ub-Rhodamine cleavage fluorescence; Potency, µM (series often up to 57.1 µM), inactives show top-dose activity change, negative = inhibition, actives largely listed as inhibitors; 0.23% of 390,000 active; AID 743255; further: potency means the concentration at half of the fitted maximal effect; on the % scale 0 is the no-effect control and ±100 the full control effect; nearly all actives have a fitted effect of over 60% in size; inactives centre near -12
#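 USP1/UAF1 complex at 1 nM was preincubated with compound for 15 min at room temperature, then Ub-Rho substrate (150nM final) was added. Fluorescence (480/540 nm) was read kinetically, 6 reads every 60 seconds.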
# LDHA block: blocks human lactate dehydrogenase A; AID 1347041; purified LDHA, NADH/diaphorase-resazurin fluorescence; stronger effect = lower value; 0.15% of 480,000 active; activity change, % (values are at about 110 or 230 µM); in the data active means activity change below about -30%; inconclusive means mostly about -25% to -30%;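 further: plate controls were DMSO wells for no effect and wells without enzyme for full effect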
#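 Remaining NADH was detected by diaphorase (0.133 mg/mL) converting 37 µM resazurin to fluorescent resorufin, read at 0 and 20 minutes. The preceding 5-minute room-temperature reaction used 2 nM LDHA, 0.2 mM sodium pyruvate and 0.06 mM NADH at pH 7.4.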
# PI4K2A inh: PI4K2A (human) kinase inhibition. Q9BTU6. purified PI4K2A, ADP-Glo luminescence, 1 h; stronger effect = lower value. activity change, negative = inhibition, % at 76.9 µM. 0.13% of 420,000 active; in the data active means activity change below about -50%; inconclusive means mostly about -30% to -49%;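 further: -100% = wells without enzyme as full effect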
# Target sequence (Q9BTU6 whole entry, looked up): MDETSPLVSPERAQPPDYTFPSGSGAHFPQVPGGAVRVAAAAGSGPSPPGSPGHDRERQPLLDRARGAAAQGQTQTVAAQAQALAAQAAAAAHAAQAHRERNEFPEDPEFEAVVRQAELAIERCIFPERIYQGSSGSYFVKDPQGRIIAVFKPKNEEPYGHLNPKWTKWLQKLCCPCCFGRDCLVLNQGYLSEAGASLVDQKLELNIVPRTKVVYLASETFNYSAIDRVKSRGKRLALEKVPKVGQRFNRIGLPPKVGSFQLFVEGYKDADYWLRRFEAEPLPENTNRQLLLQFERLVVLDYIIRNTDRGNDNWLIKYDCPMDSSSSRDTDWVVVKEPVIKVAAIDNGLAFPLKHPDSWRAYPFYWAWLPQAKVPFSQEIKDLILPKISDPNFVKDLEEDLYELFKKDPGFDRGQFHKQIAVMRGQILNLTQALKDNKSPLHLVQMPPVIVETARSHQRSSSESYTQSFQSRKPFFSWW
#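 In this quantitative HTS, ADP production by PI4K2A was quantified luminescently after 1 h at ambient temperature; 100 microM adenosine served as plate-quality control.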
# Vif-APOBEC3G blk: inhibitors of Vif-APOBEC3G interaction | Q9HC16 | HeLa A3G-eYFP + Vif (tagged APOBEC3G with the HIV-1 protein that degrades it), YFP fluorescence, overnight | Potency, µM (series often up to 46.1 µM), for inactives: at the top dose activity, negative = active, hits mostly inhibitors | 0.076% of 410,000 active | AID 602310;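 further: potency means the concentration at half of the fitted maximal effect; on the % scale 0 is the no-effect control and ±100 the full control effect; nearly all actives have a fitted effect of over 60% in size; hits raise eYFP signal because A3G escapes Vif-driven loss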
#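 Read-out is eYFP fluorescence (Ex 488/Em 500-530) from Vif-expressing HeLa A3G-eYFP cells; more signal means A3G escaped Vif-mediated degradation. Cells plated overnight, compound pinned in, incubated overnight at 37 deg C.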
# GRP78 ERSR act: induces the endoplasmic reticulum stress response in human glioma cells; U87-MG GRP78 promoter luciferase reporter, 16 h; Potency, µM, without a hit: at the top dose activation, actives largely listed as activators; 0.02% of 420,000 active; AID 602332; further: potency means the concentration at half of the fitted maximal effect; series mostly up to about 76 µM; % of control where 0% means no effect; nearly all actives have a fitted effect of over 35% in size
#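 Stably transfected U87-MG human glioma cells carrying a GRP78-based luminescent sensor were seeded at 1000 cells/well, pin-dosed with compounds and incubated 16 h. Luciferase reagent was then added, and end-point luminescence was read after 10 min at room temperature.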
# Vif-A3F inh: inhibitors of Vif-A3F interaction. HeLa A3F-eYFP + Vif (tagged APOBEC3F with the HIV-1 protein that degrades it), YFP fluorescence increase. Potency, µM (top dose mostly 46.1 µM), for inactives: top-dose activity, negative = active. 0.2% of 390,000 active; further: potency means the concentration at half of the fitted maximal effect; % of control where 0% means no effect; nearly all actives have a fitted effect of over 65% in size
#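 HeLa cells stably expressing Vif plus C-terminally eYFP-tagged A3F were seeded, incubated overnight at 37 deg C, dosed with compound, incubated overnight again at 37 deg C. Yellow fluorescence (Ex 488/Em 500-530) reported blocked Vif-mediated A3F-eYFP degradation.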
# mIDH1 inhibitor: blocks human mutant IDH1 R132H enzyme | O75874 | IDH1-R132H enzyme, NADPH consumption, diaphorase/resazurin fluorescence | Potency, µM (series often up to 76.6 µM), for inactives: top-dose activity change, negative = inhibition, hits mostly inhibitors | 0.093% of 390,000 active | AID 602179; further: potency means the concentration at half of the fitted maximal effect; on the % scale 0 is the no-effect control and ±100 the full control effect; nearly all actives have a fitted effect of over 65% in size
# Target sequence (O75874 whole entry R132H, stated change not applied): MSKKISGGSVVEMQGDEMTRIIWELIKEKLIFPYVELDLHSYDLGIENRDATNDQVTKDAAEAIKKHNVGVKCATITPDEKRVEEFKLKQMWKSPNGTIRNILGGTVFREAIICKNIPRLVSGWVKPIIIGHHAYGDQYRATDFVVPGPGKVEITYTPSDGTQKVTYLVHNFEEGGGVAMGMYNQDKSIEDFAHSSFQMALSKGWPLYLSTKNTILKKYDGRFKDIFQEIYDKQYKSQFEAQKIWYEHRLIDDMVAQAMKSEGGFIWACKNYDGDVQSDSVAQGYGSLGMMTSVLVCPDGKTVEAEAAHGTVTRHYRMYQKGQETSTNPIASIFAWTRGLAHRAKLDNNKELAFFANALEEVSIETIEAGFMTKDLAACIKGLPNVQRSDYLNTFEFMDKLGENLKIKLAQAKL
#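 IDH1-R132H (0.5 ug/mL dispensed) in pH 7.5 Tris buffer was preincubated 30 min with compound, then given a substrate mix of 0.016 mM NADPH and 2 mM alpha-KG for 80 min at room temperature; remaining NADPH was read by diaphorase/resazurin fluorescence.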
# RXFP1 ag: RXFP1 (human) receptor agonism; AID 2676; HEK293T-RXFP1 cAMP TR-FRET, 30 min; response scale: percent of porcine relaxin response, buffer zero; Potency, µM (top dose mostly 57.5 µM), without a hit: top-dose activation, most hits filed as activators; 0.3% of 370,000 active; Q9HBX9; further: potency means the concentration at half of the fitted maximal effect; on the % scale 0 is the no-effect control and ±100 the full control effect; nearly all actives have a fitted effect of over 60% in size; many of its hits are not listed in these tables
#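 Agonist response is measured as cAMP accumulation in an RXFP1-transfected HEK293T line under PDE4 inhibition. Values are scaled between buffer-only and 29 nM porcine relaxin, and EC50s come from standard Hill equation fits.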
# An asterisk follows results filed as active; ? = inconclusive; nt = not tested or not shown; & = joins results of further samples; [ ] = dose if it differs, or a comment. Unless noted, the call rests on the fitted dose curve; in most records, active means well fitted curve in the direction sought with a large enough effect; inconclusive means small, poorly fitted or top-dose-only effect, or another doubt; inactive means no such curve, though single readings can be large; an effect the other way counts as inactive or inconclusive.
# Every second line gives: Vif-A3F inh, mIDH1 inhibitor, USP1-UAF1 inh, RXFP1 ag, LDHA block, TrxR1 substrate, GRP78 ERSR act, PI4K2A inh, Vif-APOBEC3G blk
COc1ccc(N2CCN(C(=O)c3ccc(COc4ccc([N+](=O)[O-])cc4)o3)CC2)cc1
    3%, 5%, -20%, 3.6%, 1, -8%, -2%, 3, 3%
CCOC(=O)C1CCN(C(=O)c2cccnc2Oc2ccc(Cl)cc2)CC1
    0%, 14%, -4%, 1.9%, -4, -3%, -1%, -4, 0%
CCOC(CCNC(=O)c1cc2c(=O)[nH]c3ccccc3c2s1)OCC
    -2%, 4%, -21%, 12%, -3, 43%[activator], -6%, -3, -4%
COCCN(C(=O)CCc1nnc(CCc2c[nH]c3ccccc23)o1)C(C)C
    -7%, -6%, -13%, -0.3%, -2, 6%, -4%, 1, 0%
Cc1cc(=O)oc2cc(NS(=O)(=O)c3ccc(F)cc3)ccc12
    3%, 1%, -15%, 24%, -10, 960%[activator][57.1 µM], 3%, 4, -2%
CC1CCC(N2CCN(c3ccc([N+](=O)[O-])cc3)CC2)CC1 (stereo not drawn)
    ?, 6%, -27%, 0.1%, 5, -6%[57.1 µM], -1%, 5, 1%
O=C(Nc1ccccc1Cl)c1cc(C2CCCN(C(=O)c3cccc(O)c3)C2)on1 (stereo not drawn)
    nt, nt, nt, nt, -7, nt, 0%, 0, -4%
O=C(NCCCn1ccnc1)/C(=C\c1cccs1)NC(=O)c1cccs1
    -22%, 1%, -7%, -0.2%, 0, -6%[57.1 µM], -1%, 1, -1%
COc1ccc(NC(=O)CSc2nnc(Cc3cccn3C)n2CCc2ccccc2)cc1OC
    -1%, -5%, -12%, 3.7%, -12, 8%, -3%, 5, 1%
CCCN(CCC)C(=O)C1CCCN(c2ncnc3c2nc2n3CCCCC2)C1 (stereo not drawn)
    9%, 3%, -8%, 1.0%, -1, 1%[57.1 µM], 0%, 3, -12%
O=C(OCC(=O)N1CCCC1)c1cccc(Br)c1
    -11%, -4%, -18%, -0.6%, -8&3, 6%, 3%, 6, -2%
Cc1cc(CN2CCN(CC(=O)Nc3cc(C(F)(F)F)ccc3-n3cncn3)CC2)no1
    0%, 8%, -7%, -2.0%, -4, -11%, -5%, -1, 0%
Cc1c(C(=O)NCCN2CCCC(O)C2)oc2c(F)cccc12 (stereo not drawn)
    -10%, -5%, -7%, 2.9%, -10, 0%, 5%, 3, 5%
CC(C)CN(CCOc1cccc(N2C(=O)C3=C(CCCC3)C2=O)c1)CC(C)C
    -6%, 5%, -3%, 0.5%, 5, -9%, -2%, -1, -1%
CC1CCCN(CC(O)COc2ccc3c(c2)OCO3)C1 (stereo not drawn)
    2%, -4%, -13%, 0.5%, -11, 7%[57.1 µM], -3%, 1, 0%
Cc1ccc(C2(C)NC(=O)N(CC(=O)c3ccc(Cl)s3)C2=O)cc1 (stereo not drawn)
    4%, 0%, -17%, 6.0%, 2, -8%, -6%, -1, 0%
Cc1nc2ccccc2c2oc(C(=O)NCC3COc4ccccc4O3)cc12 (stereo not drawn)
    1%, -5%, -19%, -0.3%, -3, 5%[57.1 µM], -5%, -2, -19%
O=C(c1ccc(N2CCCCC2)c([N+](=O)[O-])c1)N1CCN(S(=O)(=O)c2ccccc2)CC1
    -10%, -1%, -21%, 1.4%, -8, 9%, -1%, -1, 0%
O=C1c2ccccc2NC(c2cccnc2)N1c1ccccc1F (stereo not drawn)
    -25%, 1%, 0%, -0.3%, -1, 155%[activator], -3%, 2, 2%
COc1ccccc1CNC(=O)[C@H](C)NC(=O)C1CCN(C(=O)[C@@H](N)Cc2ccccc2)CC1
    2%, -6%, -13%, -0.8%, -4, 1%, -2%, 0, -1%
Cc1oc(C(C)(C)C)cc1C(=O)Nc1cccc(C(=O)O)c1
    -4%, 8%, 3%, 1.5%, -2, 6%, 3%, 1, 1%
Cc1cccc(NC(=S)N2CCC(c3nc4ccccc4o3)CC2)c1
    5%, 1%, -20%, 2.0%, 4, -3%, 0%, -8, 1%
COC(=O)CC1=NN(c2ccc(OC)cc2)C(=O)/C1=C\c1ccc(Cl)cc1
    -15%, -7%, -20%, -0.5%, 1, -4%[57.1 µM], -2%, -5, -8%
COc1cccc2c1OC1(CCN(C(C)C)CC1)N1N=C(c3cccnc3)CC21 (stereo not drawn)
    -4%, -7%, -6%, 8.1%, 13, 3%, 4%, 3, -1%
Cc1onc(-c2ccccc2)c1C(=O)NC(=S)Nc1sc2c(c1C#N)CCC(C)C2 (stereo not drawn)
    4%, 0%, -28%, 4.1%, 1, -6%, 0%, 7, -7%
Cc1cccc(Cn2cc(C(=O)Nc3ccc(S(N)(=O)=O)cc3)ccc2=O)c1
    2%, -7%, -33%, 0.5%, -2, 5%[57.1 µM], -4%, -9, -4%
CCOC(=O)c1c(C)[nH]c(C(=O)COC(=O)C23CC4CC(CC(Cl)(C4)C2)C3)c1C
    -1%, 2%, -20%, 4.1%, 0, -12%, -2%, -3, 2%
Cc1cc(C)c2c(-n3cccc3)c(NC(=O)OC(C)C)sc2n1
    -1%, 13%, -11%, 1.7%, -2, 0%[57.1 µM], -3%, -3, -16%
COc1cccc(-c2nc(NC3CCCC3)c3ccccc3n2)c1O
    2%, -11%, -21%, 0.4%, 19, -10%, -8%, -5, -1%
O=C(/C(=N\Nc1ccc(Br)cc1)Sc1nnnn1-c1ccccc1)c1ccccc1
    10%, -4%, -2%, -1.0%, -5, -7%, -4%, -1, 4%

# Some of these compounds in order of their number in PI4K2A inh, low to high:
SMILES,PI4K2A inh
Cc1oc(C(C)(C)C)cc1C(=O)Nc1cccc(C(=O)O)c1,1
Cc1cc(=O)oc2cc(NS(=O)(=O)c3ccc(F)cc3)ccc12,4
Cc1onc(-c2ccccc2)c1C(=O)NC(=S)Nc1sc2c(c1C#N)CCC(C)C2 (stereo not drawn),7

# Further results.
# Every second line gives: Vif-A3F inh, mIDH1 inhibitor, USP1-UAF1 inh, RXFP1 ag, LDHA block, TrxR1 substrate, GRP78 ERSR act, PI4K2A inh, Vif-APOBEC3G blk
COCCCn1c(SCC(=O)Nc2sc3c(c2C#N)CCCC3)nnc1-c1ccncc1
    -6%, -4%, -2%, 1.7%, 2, -7%, 0%, -5, 0%
O=C1CCCC2=C1C(c1cccs1)n1ncnc1N2 (stereo not drawn)
    0%, -1%, -7%, 0.5%, -2, -7%, -1%, 1, 3%
CCOc1ccc(N(CC(=O)N2CCCC2)S(=O)(=O)c2c(C)noc2C)cc1
    0%, -10%, -12%, 1.0%, -1, -10%, -3%, -4, 0%
Cc1ccc(Cc2c(-c3ccc(C)cc3)nc3c4ccccc4ccn23)cc1
    -6%, 0%, -11%, nt, 1, nt, 2%, 1, -6%
NC1=NC(=O)/C(=C/c2ccccc2OS(=O)(=O)c2ccccc2)S1
    -15%, 1%, -5%, -0.5%, -12, 6%, -4%, 4, 2%
COC(=O)CCP(=O)(O)Cc1ccccc1CP(=O)(O)CCC(=O)OC
    2%, 3%, -4%, -0.4%, 2, 11%[57.1 µM], -4%, -4, 1%
COC(=O)[C@H](Cc1ccccc1)NC(=O)[C@@]1(C)C[C@@H]1[C@@H](NC(=O)OCc1ccccc1)c1ccccc1
    2%, -11%, -34%, 4.3%, -2, -5%, -4%, -1, -6%
O=C(CSc1ncnc2nc[nH]c12)N1CCN(c2ccccc2)CC1
    -8%, 4%, -21%, 14%, 0, 3%, -1%, -4, 0%
CC(C)N(CCNC(=O)C1CCN(S(=O)(=O)N2CCOCC2)CC1)Cc1ccccc1
    -7%, 6%, -2%, 0.4%, -2, -3%, -4%, 6, 2%
Cc1cccc(C(=O)CC(=O)c2cc(Cl)ccc2O)c1
    -5%, 3%, -23%, 0.0%, -1, 2%, -8%, 1, -17%
CCOC(=O)Cc1csc(NC(=O)CN2C(=O)c3ccccc3C2=O)n1
    -12%, 2%, 10%, -1.4%, -1, 3%[57.1 µM], -5%, -23, -1%
CC(O)[C@H]1CN=C(N)N1CC(C)(C)C (stereo partly drawn)
    6%, 4%, -18%, nt, -2, 10%[57.1 µM], -5%, -2, 0%
N#Cc1nc(-c2ccco2)oc1NCc1ccco1
    0%, 3%, 2%, 3.7%, -1, 66%[activator], 1%, -1, -8%
CSc1cccc(NC(=O)C2CCCN(S(=O)(=O)c3cnc[nH]3)C2)c1 (stereo not drawn)
    -2%, -7%, 3%, 0.5%, -6, -5%, -2%, -6, 0%
COc1ccccc1CNC(=O)CSc1ccsc1[N+](=O)[O-]
    -11%, -1%, -6%, -0.4%, -4, 3%, 1%, -1, -19%
COc1ccc2c(c1)c(CCN1C(=O)c3ccccc3C1=O)cn2C(=O)c1ccco1
    1%, 2%, -9%, -0.4%, -5, 6%[57.1 µM], -5%, -1, 1%
COc1ccc(N2Cc3cccc(C(=O)Nc4ccc(C(C)C)cc4)c3C2=O)cc1
    nt, nt, -9%, -0.4%, 1, -5%, nt, -6, nt
O=C(/C=C/Sc1ccccc1)c1ccc(Cl)cc1
    -3%, 10%, -15%, 7.0%, 2, -5%, 1%, 0, ?

# Not all compounds are listed; rates above refer to the full screens.
